HGIII-sPLA2 inh = Inhibits HGIII-sPLA2 liposome hydrolysis, primary screen; Q9NZ20; QFRET BODIPY PC-A2 liposome hydrolysis, fluorescence; inhibition, % at 12.2 µM; 0.56% of 370,000 active; AID 743126;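 active = inhibition above mean plus 3 SD of compounds lying within the high and low control bounds, cut at about 19% in these data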;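 note: 0% = median of test compound wells and 100% = no enzyme DMSO wells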
Target sequence (Q9NZ20 whole entry, looked up): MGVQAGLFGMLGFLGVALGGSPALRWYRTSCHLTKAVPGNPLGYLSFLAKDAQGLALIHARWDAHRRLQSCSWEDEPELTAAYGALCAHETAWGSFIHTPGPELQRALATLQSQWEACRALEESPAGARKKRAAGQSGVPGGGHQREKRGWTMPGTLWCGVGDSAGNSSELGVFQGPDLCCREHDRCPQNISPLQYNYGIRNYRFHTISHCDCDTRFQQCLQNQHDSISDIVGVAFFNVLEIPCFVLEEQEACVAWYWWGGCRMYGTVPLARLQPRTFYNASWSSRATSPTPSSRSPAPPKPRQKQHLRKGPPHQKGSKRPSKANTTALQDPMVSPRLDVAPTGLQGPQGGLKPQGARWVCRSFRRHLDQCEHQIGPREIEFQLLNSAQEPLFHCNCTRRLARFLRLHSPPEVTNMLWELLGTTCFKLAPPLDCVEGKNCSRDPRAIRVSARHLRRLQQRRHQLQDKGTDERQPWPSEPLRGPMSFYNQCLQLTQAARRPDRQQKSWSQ
proKLK7 act = proKLK7 (human) activation, primary screen; P49862; purified proKLK7, EDANS-DABCYL substrate fluorescence; 100% is mature enzyme control, 0% vehicle; activation, % at 7 µM; 0.9% of 370,000 active; AID 652039;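 active = activation above the mean of all tested compounds plus 3 SD, computed per campaign excluding outliers beyond control limits, cut at about 13% in these data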
Target sequence (P49862 whole entry, looked up): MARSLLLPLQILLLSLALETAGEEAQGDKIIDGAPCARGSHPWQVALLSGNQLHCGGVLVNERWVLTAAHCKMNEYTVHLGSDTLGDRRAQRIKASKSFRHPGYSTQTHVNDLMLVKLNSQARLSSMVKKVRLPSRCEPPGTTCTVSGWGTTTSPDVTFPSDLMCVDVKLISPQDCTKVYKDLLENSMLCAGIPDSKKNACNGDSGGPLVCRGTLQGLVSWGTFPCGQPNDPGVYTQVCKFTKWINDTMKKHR
GC-B act = GC-B (human) receptor activation; P20594; 0.11% of 370,000 active; activation, % at 10 µM; HEK293-GC-B cells, CNP EC30, cGMP TR-FRET; 0% at EC30 CNP, 100% saturating CNP;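 active = activation at 10 µM reaching about 35% in either raw or pattern-adjusted values, limit read from the data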
DAX1 inh-1 = inhibitors of human orphan nuclear receptor DAX1 (NR0B1); P51843; HEK293 Gal4-DAX1 luciferase reporter, luminescence; inhibition, % at 6.75 µM; 0.99% of 340,000 active; AID 504766;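 active = inhibition above the mean over all tested compounds plus 3 SD, cut at about 4.2% in these data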;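 note: 0% = DAX1-transfected cells with DMSO and 100% = empty-vector control cells with DMSO; inhibition shows as a rise in luminescence from relieved DAX1 repression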
Target sequence (P51843 207-470 limits assumed): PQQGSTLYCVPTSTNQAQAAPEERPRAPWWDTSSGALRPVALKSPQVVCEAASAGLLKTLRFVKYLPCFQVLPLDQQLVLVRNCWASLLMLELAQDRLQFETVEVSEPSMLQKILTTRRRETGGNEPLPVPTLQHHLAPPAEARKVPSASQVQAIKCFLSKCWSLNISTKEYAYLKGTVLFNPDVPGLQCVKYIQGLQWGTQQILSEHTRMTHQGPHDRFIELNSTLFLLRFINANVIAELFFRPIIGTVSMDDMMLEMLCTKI
ssDAF12 agonist = activates DAF-12 receptor from parasite S. stercoralis; HEK293 ssDAF-12/GRIP1 lit1-tk-luc reporter, luminescence; % of 3 µM dafachronic acid response; activation, % at 6.8 µM; 1% of 370,000 active;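 active = activation above the mean over all tested compounds plus 3 SD, cut at about 0.9% in these data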;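 note: 0% = DMSO-only wells and 100% = 3 µM delta7-dafachronic acid wells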
hcDAF-12 act = H. contortus DAF-12 activation, primary screen | activation, % at 6.8 µM | 1.4% of 370,000 active | HEK293 hcDAF-12 lit1-tk-luc reporter, luminescence; 0% DMSO, 100% Δ7-dafachronic acid;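 active = activation above the mean of all tested compounds plus 3 SD, cut at about 5.5% in these data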;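 note: 100% = response to 3 µM Δ7-dafachronic acid high control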
SMARCA2 act = SMARCA2 function activation, primary screen. MG213 cells, MMTV-luciferase reporter, dexamethasone, overnight. activation, % at 9.1 µM. 1% of 370,000 active. AID 652017; in the data active = activation above about 7.8%;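 note: 0% = vehicle wells and 100% = reference activator wells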
DAX1 inh-2 = blocks DAX1 repression of SF-1 activated StAR promoter | HEK293T StAR-luciferase reporter, SF-1/DAX-1 repression relief | inhibition, % at 6.8 µM | 1.1% of 370,000 active | AID 652010;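 active = inhibition above the mean over all tested compounds plus 3 SD, cut at about 3.6% in these data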;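 note: 0% = DAX-1 cells with DMSO and 100% = cells lacking DAX-1 with DMSO; higher inhibition means more luminescence from relief of DAX-1 repression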
hgDAF12 agonist = hgDAF-12 agonism, primary luciferase screen. HEK293 GAL4-hgDAF12 UAS-luciferase reporter, agonist luminescence; normalized to butyrate control. 1.8% of 370,000 active. activation, % at 6.8 µM;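 active = activation above a cutoff set at the mean of all screened compounds plus 3 SD, cut at about 10% in these data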;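 note: 0% = DMSO wells and 100% = sodium butyrate wells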
GC-A act = GC-A (human) enzyme activation; activation, % at 10 µM; P16066; 0.14% of 370,000 active; HEK293 GC-A cells, cGMP TR-FRET, EC30 ANP; 0% at EC30 ANP, 100% saturating ANP; in the data active = activation above about 40%
GAA850 FXN act = activators of GAA850 frataxin (FXN) promoter; activation, % at 6 µM; AID 540364; 0.56% of 360,000 active; HEK293 lucGAA850 FXN promoter luciferase reporter, 24 h; percent of 10 µM SAHA response;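 active = activation above the average of all compounds screened plus 3 SD, cutoff fixed separately per campaign, cut at about 7.5% in these data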;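 note: 0% = DMSO wells and 100% = 10 µM SAHA wells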
Numbers without * were called inactive; · = no result given.

SMILES | HGIII-sPLA2 inh | proKLK7 act | GC-B act | DAX1 inh-1 | ssDAF12 agonist | hcDAF-12 act | SMARCA2 act | DAX1 inh-2 | hgDAF12 agonist | GC-A act | GAA850 FXN act
CN(C)CCCn1c(=O)n(C2CCCCC2)c(=O)c2c3c(sc21)CCCCC3 | 12.1 | 0.4 | -5.6 | 0.9 | -0.8 | -0.7 | -5.2 | 0.6 | -2.2 | -5.9 | 2.6
CC1CC(C)(C)NC(=S)N1CCC(=O)N1c2ccccc2CC1C (configuration not stated) | 13.7 | -0.2 | 7.6 | -0.1 | -1.9 | -0.1 | -2.3 | 0.3 | -0.9 | -0.2 | -0.8
CSc1nnc(Nc2ccccc2C)s1 | 7.5 | 0.1 | 1.8 | 0.5 | -1.0 | -2.2 | 0.4 | 0.3 | 0.8 | -0.9 | 1.1
Cn1c(SCC(=O)O)nnc1-c1cccc(NC(=O)c2cccc3ccccc23)c1 | 12.3 | 0.0 | 1.2 | -0.2 | 0.7 | 1.6 | -3.8 | -0.4 | -1.8 | 3.1 | 1.6
Cc1ccc(C(=O)NCCN2CCNC2=O)cc1 | -6.7 | 0.1 | 1.0 | · | 0.1 | 1.2 | 0.0 | 0.4 | 5.5 | -2.0 | 0.4
COC(=O)C1=CN(Cc2ccc(OC)cc2)C=C(C(=O)OC)C1c1ccc(O)c(OC)c1 | -14.5 | -7.0 | -3.3 | 0.7 | -1.3 | -1.6 | 1.5 | -0.2 | 4.2 | -3.6 | 0.9
CC(C)OC(=O)CSc1nnc(-c2ccco2)n1N | 15.8 | 0.1 | -2.3 | 0.2 | -0.6 | 0.0 | -1.1 | 0.0 | -0.8 | -1.8 | 0.6
Cc1cc(Br)c(NC(=O)CSc2n[nH]c(N)n2)c(Br)c1 | -7.9 | 0.2 | 0.2 | -0.9 | -1.4 | 0.4 | 4.0 | 1.0 | -2.4 | -1.3 | 0.6
COc1ccc(C(=O)CCc2ccccc2O)c(OC)c1 | -20.4 | -0.7 | -4.5 | 1.9 | 0.0 | 4.5 | 5.2 | 1.8 | 3.1 | 0.3 | 3.2
O=C(NNC(=O)C12CC3CC(CC(Cl)(C3)C1)C2)c1ccncc1 | -0.5 | 0.0 | -0.4 | 0.6 | -0.3 | -0.7 | 0.4 | 0.0 | -0.5 | 2.9 | 0.7
O=C(O)CC1(CC(=O)NCc2ccc(C(F)(F)F)cc2)CCCCC1 | 2.7 | 0.1 | 5.3 | 2.5 | -1.5 | -2.1 | -2.6 | 0.0 | 0.8 | 2.5 | -0.2
CC(C)COC(=O)/C(C#N)=C/c1cn(Cc2ccccc2)c2ccccc12 | -2.1 | -0.3 | 2.8 | 1.6 | -1.4 | 1.1 | 6.0 | 0.0 | -0.2 | 1.3 | 3.5
CC1=C/C(=N\N=C2\NC(=O)C(CC(=O)Nc3ccccc3F)S2)CC(C)(C)C1 (configuration not stated) | -23.8 | 0.3 | -0.1 | 1.1 | -1.3 | -0.8 | -1.6 | -0.7 | -1.3 | 1.8 | 0.7
COc1ccc(NC(=O)Nc2cccc([N+](=O)[O-])c2)cc1Cl | -34.4 | -0.5 | -1.9 | -0.5 | -1.4 | -2.0 | -2.3 | 0.4 | 2.4 | -5.7 | 0.9
O=C(CSc1nnc2c(Cl)cc(C(F)(F)F)cn12)NCc1ccc(F)cc1 | 6.5 | -0.5 | -5.3 | -0.7 | -0.7 | 3.1 | -2.8 | 1.6 | -0.7 | -1.2 | 0.8
COc1ccc(C(=O)/C=C/c2ccc(O)cc2)c(O)c1CC=C(C)C | -21.3 | -0.2 | -9.8 | 0.0 | -1.0 | -0.6 | -0.7 | -0.3 | -0.2 | -6.3 | 1.2
Cn1ccc(NC(=O)c2ccc([N+](=O)[O-])cc2)n1 | 2.6 | 0.1 | -6.5 | 7.0* | -0.1 | -1.8 | -0.2 | 1.3 | 0.9 | 1.1 | 1.4
CC1(C)Cc2ccccc2C2=NNC(=O)C2=N1 | 5.2 | 0.6 | 1.5 | -3.0 | -1.6 | -1.4 | -5.3 | -3.2 | -5.3 | 2.2 | -3.7
COc1cc(CN2CC(C)OC(C)C2)cc(OC)c1 (configuration not stated) | 0.0 | 0.9 | -0.5 | -0.1 | -1.6 | 0.2 | -0.7 | -0.7 | 3.1 | 0.0 | 1.9
Cc1cc2c(c(SCC(=O)Nc3ccc(C)c(C)c3)n1)C(=O)OC2 | 7.5 | 0.2 | -0.7 | 0.7 | -1.4 | -0.3 | 2.3 | 0.4 | 1.5 | -3.6 | -2.2
CCOc1ccccc1-c1ccc2nccn2c1 | -7.6 | -0.6 | -1.7 | · | -1.3 | -0.2 | -2.0 | 0.1 | 0.6 | 4.1 | -2.2
O=c1cc(O)c2sc3nc4c(c(C(F)(F)F)c3c2[nH]1)CCCCC4 | -1.4 | 1.8 | -1.4 | 0.2 | -1.3 | -1.1 | 3.0 | -0.3 | 5.1 | 3.5 | -1.0
CCc1ccc(NC(=O)C(C)OC(=O)Cc2cc(OC)c(OC)c(OC)c2)cc1 (configuration not stated) | -3.3 | 0.3 | 2.1 | 0.3 | -1.0 | -1.2 | -0.2 | -0.5 | 4.8 | 2.2 | 0.9
Cc1ccc(OCC(=O)Nc2ccc3c(c2)nc(CCN2CCN(C)CC2)n3C)cc1 | -3.1 | 0.0 | 7.1 | -0.1 | -1.1 | -0.5 | -2.0 | 0.1 | 1.1 | -3.2 | 1.3
O=C(C[N+]1(CC#Cc2ccccc2)CCCCC1)c1ccccc1 | -0.9 | 0.1 | 1.4 | 1.4 | -1.4 | -1.3 | 0.5 | -0.9 | -0.9 | -0.3 | 0.3
Cc1cc(C(=O)CN(Cc2ccc(F)cc2)S(=O)(=O)c2ccc3c(c2)OCCO3)c(C)n1C | 3.2 | 0.0 | 7.8 | -0.1 | -1.8 | -1.8 | -4.1 | -1.4 | -1.1 | -0.3 | 0.7
COc1ccc(NC(=O)C2CCN(C(=O)NCc3ccccc3)CC2)cc1 | 3.6 | -0.3 | 2.8 | 0.6 | -2.2 | -1.7 | 1.3 | 0.0 | -2.0 | 0.2 | 2.4
CCOc1ccc(-c2cccc(NS(=O)(=O)c3cc([N+](=O)[O-])ccc3C)c2)nn1 | -24.6 | 0.6 | -6.1 | -1.9 | -1.5 | -0.9 | -0.9 | -0.9 | -1.2 | -1.9 | 3.8
CN1CCN(c2oc(-c3ccco3)nc2S(=O)(=O)c2ccccc2)CC1 | -0.6 | 0.7 | 0.0 | -1.1 | -1.1 | -2.1 | -1.0 | -0.4 | -1.7 | 1.4 | -1.1
CC1Cc2ccccc2N1CC(=O)Nc1ccc(Cl)c(S(=O)(=O)N(C)C)c1 (configuration not stated) | 2.3 | -0.2 | 6.3 | 0.5 | -1.7 | 0.5 | -0.8 | -0.6 | -1.4 | -3.8 | 2.0
CCOC(=O)N1CCN(C(=O)c2cc(S(=O)(=O)N3CCCC3)cn2C)CC1 | 8.7 | 0.1 | -2.5 | -0.2 | -0.6 | -0.2 | -2.6 | 0.1 | -1.8 | 2.7 | 1.3
Cc1ccc2c(c1)C1CN(C)CCC1N2C(=O)c1ccccc1NS(=O)(=O)c1ccc(F)cc1 (configuration not stated) | -9.3 | -0.5 | 2.5 | 0.8 | -0.1 | 0.3 | -5.4 | -0.4 | 0.9 | -4.7 | -1.1
CC(C)CN(CC(C)C)C(=O)C12CCC(C)(C(=O)C1)C2(C)C (configuration not stated) | 2.7 | -0.8 | 6.4 | -0.2 | -0.5 | -3.0 | -1.4 | 0.0 | -0.2 | -5.2 | -2.3
CC(C)(C)C(=O)NC1CCN(S(=O)(=O)c2ccccc2F)CC1 | -3.2 | 0.1 | -6.5 | -0.5 | -0.8 | -1.4 | -0.1 | -0.5 | -2.1 | -2.4 | 0.1
COc1cc(C(C(=O)NC2CCCC2)N(C(=O)c2ccco2)c2ccccc2C(C)=O)cc(OC)c1OC (configuration not stated) | 2.5 | 0.5 | 2.8 | -0.1 | -1.0 | -3.8 | 7.7 | -0.1 | -1.1 | 1.9 | 2.2
CCc1ccccc1NC(=O)C1NC(=O)CC1c1ccccc1 (configuration not stated) | 9.9 | 0.8 | 7.6 | 1.3 | -1.5 | 0.3 | -1.5 | -0.5 | 2.3 | 3.3 | -1.4
CCOc1ccc(C(O)c2nccn2Cc2ccccc2)cc1 (configuration not stated) | 6.1 | 0.3 | 8.3 | -0.4 | -1.2 | 1.3 | 0.8 | 0.2 | 2.4 | 10.8 | 3.6
COc1cc(NC(=O)COc2cccc3c2OC(C)(C)C3)cc(OC)c1OC | 0.7 | -0.2 | 3.7 | -1.9 | -2.2 | -4.1 | -4.7 | -4.9 | -1.9 | 6.5 | 0.1
Cc1ccc(C)c(NC(=O)CSc2nnc3n2CCCCC3)c1 | 1.6 | -1.0 | 0.6 | 1.4 | -1.4 | -1.0 | 1.1 | 0.2 | 0.0 | -4.9 | 1.0
CC1Cc2cc(S(=O)(=O)NCCC(=O)NCc3ccc(F)cc3)ccc2N1C(=O)C1CC1 (configuration not stated) | -8.0 | 0.1 | -2.0 | -0.1 | -1.2 | -1.6 | -1.6 | -0.5 | -1.1 | 1.1 | -1.1
CCCOC(=O)c1ccc(NC(=O)c2c(Cl)ccc(Cl)c2OC)cc1 | -7.4 | 0.2 | -4.9 | -0.9 | -2.0 | -3.8 | -5.8 | -1.8 | -2.6 | -1.3 | -1.9
CCOc1ccc(OCC)c(S(=O)(=O)NCc2ccccc2)c1 | -3.6 | 0.1 | -0.9 | 0.0 | -0.5 | 1.1 | -0.1 | 0.7 | 1.1 | -3.1 | 2.1
O=C(CN1C(=O)c2ccccc2S1(=O)=O)NCc1cccs1 | 8.6 | -0.1 | -1.4 | 2.1 | 0.4 | -0.5 | -0.7 | 0.1 | -0.8 | -0.9 | 1.1
CCCNC(=O)CS(=O)(=O)Cc1nc(-c2ccccc2C)oc1C | 1.0 | 0.4 | 4.1 | 0.5 | -1.0 | -1.2 | -2.5 | -0.2 | -0.6 | -4.4 | -0.6
COc1cc(/C=N/NC(=O)c2cccnc2)ccc1OS(=O)(=O)c1cc(C)ccc1C | -20.2 | 0.5 | -1.3 | -1.7 | -2.2 | -3.6 | 2.5 | 0.0 | -5.2 | -6.5 | 2.0
COc1cc(C2C(C(=O)c3ccc(C)o3)=C(O)C(=O)N2Cc2ccccc2)ccc1O (configuration not stated) | -5.9 | 0.2 | 1.3 | -0.1 | -1.4 | -1.1 | -0.1 | -1.6 | -1.2 | -0.6 | 1.5
CC(C)[C@H](NC(=O)C1CCN(S(=O)(=O)c2ccc(F)cc2)CC1)C(=O)N1CCCCCC1 | -2.8 | -0.1 | -4.3 | 0.4 | -0.6 | -1.2 | -0.8 | 0.0 | 1.3 | 6.4 | 5.4
CC(=O)N(Cc1cccs1)Cc1cc2ccc(C)c(C)c2nc1Cl | 0.6 | 0.0 | -6.7 | 0.6 | -1.5 | -0.5 | -0.6 | 0.2 | -0.6 | -6.7 | -0.9
Cc1ccc(S(=O)(=O)Nc2nc(C)cc(N/N=C/c3ccc(O)cc3)n2)cc1 | 0.5 | 0.4 | -1.1 | -0.1 | -0.9 | 2.6 | -1.6 | -0.1 | -2.2 | -2.7 | -2.3
